Screening data from PubChem.
MEP2-GFP yeast = modulators of MEP2-GFP levels in yeast, primary screen, S. cerevisiae, multiplex flow cytometry, MLPCN library. S. cerevisiae MEP2-GFP strain, 3 h; 100% = DMSO control level. GFP response vs DMSO, % at 10 µM. 330,000 compounds, 0.51% hits. AID 2016, 2009;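 active = GFP response versus DMSO above a set limit, roughly screen mean plus 3 SD, cut at about 180% in these data; inconclusive = fewer than 70 cells counted for a yeast strain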;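 also: median GFP fluorescence of the barcode-gated MEP2-GFP cells per well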
RPL19A TOR yeast = RPL19A-GFP expression modulators in yeast, primary screen, cell-based, S. cerevisiae, multiplex flow cytometry, MLPCN; S. cerevisiae RPL19A-GFP strain, 3 h; hits give low values; percent response vs DMSO, % at 10 µM; 330,000 compounds, 0.3% hits;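 active = percent response vs DMSO below 50%; inconclusive = fewer than 70 events counted for the yeast strain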;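 also: median channel GFP fluorescence of the barcoded RPL19A-GFP strain; ratio of sample median GFP to plate DMSO average so 100% = DMSO; lower means less RPL19A-GFP as with rapamycin TOR inhibition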
Efflux pump mplx = inhibitors of Candida efflux pumps in yeast, primary screen, S. cerevisiae, Nile Red, multiplex. AID 485275, 2010. 330,000 compounds, 0.44% hits. S. cerevisiae Candida pump triplex. inhibition, % at 10 µM;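 active = plate passing quality check with inhibition over a set limit, or well fluorescence over plate mean plus 4 SD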;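 also: Nile Red retained in pooled yeast measured as flow cytometry median fluorescence; 0% = buffer negative control and 100% = Enniatin B positive control; higher means more Nile Red kept so more efflux inhibition; some compounds called inactive have numbers as strong as hits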
CIT2-GFP yeast = modulators of CIT2-GFP expression in yeast, primary screen, S. cerevisiae, GFP fusion, multiplex flow cytometry, MLPCN library; S. cerevisiae CIT2-GFP strain, 3 h; 100 means same as DMSO wells; 320,000 compounds, 0.065% hits; GFP response vs DMSO, % at 10 µM;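 active = GFP response relative to DMSO above a set limit, near the screen mean plus 3 SD, cut at about 150% in these data; inconclusive = Fewer than 70 cells measured for a yeast strain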;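 also: ratio of well median GFP fluorescence to mean of DMSO wells on the plate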
AHR act = AHR activators, primary screen, cell-based, luminescence, luciferase reporter, human | Aryl hydrocarbon receptor (Homo sapiens), P35869 | AHR-responsive luciferase reporter cells | activation, % at 5 µM | 320,000 compounds, 2.5% hits; in the data active = activation above about 47%;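 also: 0% = vehicle wells and 100% = reference agonist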
Target sequence (P35869 whole entry, looked up): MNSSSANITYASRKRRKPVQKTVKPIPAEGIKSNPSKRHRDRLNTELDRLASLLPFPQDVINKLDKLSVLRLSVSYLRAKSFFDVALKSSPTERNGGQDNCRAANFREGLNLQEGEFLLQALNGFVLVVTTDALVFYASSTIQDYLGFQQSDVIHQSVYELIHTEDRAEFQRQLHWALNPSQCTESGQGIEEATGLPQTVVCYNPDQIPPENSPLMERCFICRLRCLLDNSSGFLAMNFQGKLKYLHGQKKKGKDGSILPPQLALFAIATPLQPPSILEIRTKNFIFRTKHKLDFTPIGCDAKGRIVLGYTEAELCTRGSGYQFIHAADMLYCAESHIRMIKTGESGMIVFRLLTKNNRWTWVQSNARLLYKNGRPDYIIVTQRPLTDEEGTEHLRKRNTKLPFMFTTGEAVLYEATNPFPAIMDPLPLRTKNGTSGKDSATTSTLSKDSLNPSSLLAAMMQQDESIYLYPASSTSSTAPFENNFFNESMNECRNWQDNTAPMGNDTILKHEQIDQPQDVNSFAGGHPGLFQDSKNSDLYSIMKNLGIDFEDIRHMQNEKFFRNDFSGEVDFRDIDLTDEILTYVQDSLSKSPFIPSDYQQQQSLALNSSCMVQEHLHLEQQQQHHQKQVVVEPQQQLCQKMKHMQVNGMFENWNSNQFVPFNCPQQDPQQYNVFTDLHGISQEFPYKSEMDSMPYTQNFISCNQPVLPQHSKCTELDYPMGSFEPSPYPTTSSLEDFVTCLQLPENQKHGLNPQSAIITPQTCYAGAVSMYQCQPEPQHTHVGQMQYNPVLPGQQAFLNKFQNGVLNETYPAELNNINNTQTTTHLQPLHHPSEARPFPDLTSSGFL
AGP1-GFP MLPCN = modulators of AGP1-GFP expression in yeast TOR pathway, primary screen, cell-based, multiplex flow cytometry, S. cerevisiae, MLPCN library; 3 h; GFP as percent of DMSO wells; GFP response vs DMSO, % at 10 µM; 320,000 compounds, 0.02% hits;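 active = GFP response relative to DMSO above a set limit, near screen average plus 3 SD, cut at about 150% in these data; inconclusive = fewer than 70 cells counted for the yeast strain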;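 also: median GFP channel fluorescence of the gated AGP1 strain per well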
Yeast superoxide = reduction of superoxide in aged yeast, primary screen, HTS. S. cerevisiae aged cells, superoxide DHE fluorescence; hits give low values. superoxide response (% of plate mean), % at 10 µM. 330,000 compounds, 0.18% hits. AID 2690, 2010;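 active = superoxide response under a set limit, about three screen SD below normal, cut at about 65% in these data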;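 also: yeast aged for seven days with compound at 30 °C before DHE staining; 100% = average MFI of all compound-treated wells on the plate with controls excluded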
LAP4 TOR yeast = modulators of LAP4-GFP expression in yeast, primary screen, S. cerevisiae, multiplex flow cytometry, MLPCN library; AID 2023, 2009; 3 h; median GFP as percent of DMSO wells; GFP response vs DMSO, % at 10 µM; 320,000 compounds, 0.34% hits;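 active = GFP response vs DMSO above a set limit, about the screen mean plus 3 SD, cut at about 150% in these data; inconclusive = under 70 cell events counted for the yeast strain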
The depositor's hits bear a star; i = inactive; ? = inconclusive; nt = not tested or not shown; [ ] = another dose, or the depositor's remark.

Each structure is followed by: CIT2-GFP yeast | MEP2-GFP yeast | LAP4 TOR yeast | Yeast superoxide | AHR act | Efflux pump mplx | AGP1-GFP MLPCN | RPL19A TOR yeast
1: CC(=O)N/N=C(\C)c1cccc(NC(=O)c2cccs2)c1
 : 103 | 104 | 98 | 112 | 10 | 0.1 | 96 | 102
2: COc1cccc(NC(=S)N(CCCN2CCCC2)Cc2cccn2Cc2ccc(Cl)cc2)c1
 : 111 | 100 | 107 | 97 | 2 | -0.1 | 107 | 98
3: CCOc1ccc(NC(=O)CN(C)C(=O)c2ccc(N3CCCC3)c([N+](=O)[O-])c2)cc1OCC
 : 78 | 89 | 101 | 94 | 9 | 0.2 | 96 | 93
4: O=C(Nc1ccc([N+](=O)[O-])cc1)C1(c2ccccc2)CCOCC1
 : 99 | 97 | 92 | 102 | -2 | 0.3 | 92 | 98
5: CCC(=O)NNC(=O)CSc1nnc(-c2ccccc2)c(-c2ccccc2)n1
 : 105 | 96 | 86 | 105 | 3 | -0.1 | 91 | 96
6: Cc1ccc(-c2nn(-c3ccc(F)cc3)cc2C(=O)NCC(c2cccs2)N2CCOCC2)cc1 (configuration not stated)
 : 88 | 88 | 110 | 112 | 3 | 0.0 | 100 | 94
7: CCO[C@H]1OC(C(=O)NCc2nc3ccccc3[nH]2)=C[C@@H](C2CCCCC2)[C@@H]1CCCO
 : 102 | 109 | 92 | 102 | 5 | 0.0 | 107 | 104
8: CC(C)(C)NC(=O)C1CCN(S(=O)(=O)c2ccc(Br)cc2)CC1
 : 108 | 96 | 92 | 99 | 2 | 0.0 | 96 | 96
9: CC(C)Cc1nnc(NC(=O)CCC(=O)NCc2ccccc2Cl)s1
 : 101 | 104 | 91 | 96 | 0 | 0.1 | 101 | 96
10: O=C(CN1C(=O)C2C3C=CC(C3)C2C1=O)NCc1ccccc1 (configuration not stated)
 : 100 | 100 | 116 | 96 | -4 | -0.1 | 99 | 96
11: CCN(CC)C(=O)C1=C(C)Nc2nnnn2C1c1cccnc1 (configuration not stated)
 : 95 | 101 | 97 | 104 | -1 | 0.1 | 96 | 97
12: Cc1nnc(NCCc2ccccc2)[nH]c1=O
 : 102 | 103 | 92 | 86 | 1 | -0.1 | 105 | 102
13: O=C(NC(=O)N1CCOCC1)c1ccccc1
 : 112 | 104 | 100 | 106 | 0 | 0.1 | 105 | 107
14: CCCc1c(O)nc(SCC(=O)NCCc2ccc(OC)c(OC)c2)[nH]c1=O
 : 103 | 105 | 102 | 97 | 1 | 0.0 | 108 | 106
15: CS(=O)(=O)Cc1cccc(C(=O)NN(c2ccccc2)c2ccccc2)c1
 : 106 | 109 | 99 | 93 | -3 | -0.1 | 73 | 105
16: CSc1ccc(CNC(=O)C(C)n2nc(C)c3c(C)n(-c4ccccc4)nc3c2=O)cc1 (configuration not stated)
 : 99 | 115 | 103 | 99 | 0 | 0.1 | 101 | 100
17: Cc1cc(=O)c2cc(Br)ccc2[nH]1
 : 106 | 106 | 110 | 96 | 6 | 0.0 | 112 | 109
18: CCCCn1c(N)c(N(CC(C)C)C(=O)CCCSc2nncs2)c(=O)[nH]c1=O
 : 99 | 97 | 117 | 94 | -2 | 0.0 | 108 | 97
19: COc1ccc(CCNC(=O)C(C)SCC(=O)Nc2ccc(F)cc2)cc1 (configuration not stated)
 : 97 | 101 | 101 | 93 | 1 | 0.1 | 102 | 98
20: CCc1ccc(N2CC(C(=O)OCC(=O)Nc3ccc(C(C)=O)cc3)CC2=O)cc1 (configuration not stated)
 : 108 | 114 | 114 | 115 | 0 | 0.0 | 108 | 116
21: COC(=O)C1=C(C)NC(=S)NC1c1ccc(OCC(=O)N2CCCCC2)c(OC)c1 (configuration not stated)
 : 104 | 107 | 103 | 102 | 0 | -0.1 | 102 | 109
22: CCCCn1c(N)c(N(CCC(C)C)C(=O)c2ccc(N3CCCC3=O)cc2)c(=O)[nH]c1=O
 : 105 | 102 | 105 | 101 | -2 | 0.0 | 107 | 95
23: Cc1nn(CC(=O)NCCc2ccc(Cl)cc2Cl)c(C)c1[N+](=O)[O-]
 : 97 | 98 | 90 | 116 | -2 | 0.2 | 96 | 101
24: CCN(CC)S(=O)(=O)c1cccc(N=Nc2c(O)c3ccccc3oc2=O)c1
 : 105 | 106 | 101 | 97 | 4 | 0.1 | 99 | 109
25: Cc1cc(NC(=O)CCSc2ccccc2)ccc1Br
 : 94 | 111 | 103 | 98 | 16 | 0.1 | 98 | 102
26: CN(C)CCCNC(=O)c1cc2sc3ccccc3c2s1
 : 100 | 101 | 95 | 110 | -4 | 0.2 | 94 | 104
27: CCOc1ccc(NC(=S)N(CCc2ccncc2)C(C)C)cc1
 : 98 | 93 | 106 | i | -2 | -0.1 | 108 | 93
28: Cn1c(=O)c(C(=O)CCl)c(N)n(CC2CC2)c1=O
 : 92 | 97 | 118 | 114 | 2 | 0.1 | 84 | 97
29: Cc1n[nH]c(=S)n1/N=C/c1ccc(OCc2ccc(Cl)cc2Cl)cc1
 : 94 | 93 | 82 | 87 | 5 | 0.2 | 87 | 97
30: Cc1nn(CC(=O)NCc2cc3ccccc3[nH]2)c(C)c1[N+](=O)[O-]
 : 85 | 89 | 103 | 107 | 23 | 0.2 | 100 | 90
31: O=C(C1CCC1)N1CCC(c2nc3c(nnn3Cc3c(F)cccc3Cl)c(=O)[nH]2)CC1
 : 100 | 98 | 94 | 101 | -1 | 0.0 | 101 | 98
32: CCOc1ccc(-c2[nH]ncc2Oc2ccccc2OCC)c(O)c1
 : 95 | 117 | 118 | 126 | 42 | 0.1 | 90 | 94
33: CC1CCC(C(C)C)C(OP(=O)(c2ccc(N(C)C)cc2)C(O)c2cccnc2)C1 (configuration not stated)
 : 234*[may fluoresce green] | 232*[may fluoresce green] | 150[may fluoresce green] | 102 | 3 | 0.7 | 113[may fluoresce green] | 119[may fluoresce green]
34: Cc1ccc(CNC(=O)c2ccc(N3CCC4(CC3)CC(c3ccccc3)=NO4)c(NC(=O)c3cccc(C)c3)c2)cc1
 : 93 | 102 | 97 | 103 | 2 | 0.0 | 97 | 97
35: Cc1nc(-c2ccccc2)sc1-c1ccnn1C
 : 89 | 85 | 102 | 80 | 1 | 0.0 | 85 | 94
36: O=S(=O)(NC1CCCCC1)c1ccc(Cl)s1
 : 87 | 102 | 120 | 101 | 1 | 0.1 | 101 | 99
37: COc1ccc(S(=O)(=O)NC2CC3CCC2C3)cc1Cl (configuration not stated)
 : 98 | 102 | 118 | 96 | -1 | -0.1 | 93 | 109
38: COc1ccc(C(=O)NCC(=O)N/N=C/C(C)=C/c2ccccc2)cc1OC
 : 95 | 105 | 118 | 96 | 0 | 0.2 | 105 | 88
39: Clc1cccc(N2CCN(c3ncnc4nc[nH]c34)CC2)c1
 : 102 | 109 | 99 | 102 | 0 | 0.0 | 97 | 97
40: Cc1cccc(OCc2nnc(SCC(=O)Nc3cc(C)on3)n2C)c1
 : 103 | 101 | 100 | 85 | 0 | -0.7 | 104 | 100
41: CC1(C)O[C@@H]2[C@H](O1)[C@@H](COS(=O)(=O)O)O[C@H]2n1cnc2c(N)ncnc21
 : 103 | 109 | 105 | 105 | -1 | -0.3 | 106 | 102
42: O=C(N/N=C(\CC(=O)c1cccs1)C(F)(F)F)c1ccncc1
 : 104 | 106 | 108 | 111 | 3 | -0.1 | 88 | 105
43: COC(=O)c1cc(-c2cc(OC)ccc2OC)nc2c1c(=O)n(C)c(=O)n2Cc1ccccc1
 : 101 | 100 | 91 | 106 | 2 | 0.4 | 90 | 103
44: O=C(CC1C(=O)NCCN1CC1CCCCC1)NCc1ccc(F)cc1F (configuration not stated)
 : 100 | 95 | 103 | 99 | 1 | -0.3 | 97 | 98
45: O=C(Nc1ccc(S(=O)(=O)N2CCCCC2)cc1)c1ccc(=O)[nH]c1
 : 95 | 100 | 104 | 104 | 8 | -0.1 | 101 | 98
46: COc1cc(Cl)c(S(=O)(=O)NCCCn2ccnc2)cc1Cl
 : 104 | 108 | 87 | 88 | 1 | -0.1 | 97 | 97
47: CCOC(=O)Cc1nnc(Nc2cc(C)ccc2C)c2ccccc12
 : 109 | 114 | 104 | 89 | 3 | -0.1 | 107 | 114
48: CNC(=O)COC(=O)c1c2c(nc3ccccc13)CCC2
 : 94 | 98 | 112 | 104 | 6 | 0.0 | 103 | 93
49: COc1ccc(NS(=O)(=O)c2cc(C(=O)O)ccc2C)cc1
 : 89 | 91 | 89 | 97 | 4 | 0.3 | 91 | 93
50: COc1cccc(OC)c1C(=O)Nc1ccc(Cc2ccncc2)cc1
 : ? | ? | ? | 95 | 16 | 1.6 | ? | ?
51: COc1cccc(-c2cc(C(=O)N3CCN(c4ccc(F)cc4)CC3)no2)c1
 : 87 | 98 | 82 | 97 | -3 | 0.2 | 91 | 92
52: CN(C)N1C(N)=C(C#N)C(c2cccc(Cl)c2)C2=C1CCCC2=O (configuration not stated)
 : 102 | 109 | 98 | 107 | 2 | -0.3 | 101 | 111
53: O=C(c1ccccc1Cl)N1N=C(c2ccc(Br)cc2)CC1c1nc2ccccc2[nH]1 (configuration not stated)
 : 98 | 98 | 95 | 100 | 3 | 0.2 | 101 | 98
54: O=C(O)C1CCCCC1C(=O)N1CCCC1 (configuration not stated)
 : 99 | 95 | 94 | 87 | 1 | -0.1 | nt | 93
55: O=C(Cn1nc(-c2ccccc2)ccc1=O)Nc1ccc(NC(=O)c2ccccn2)cc1
 : 99 | 108 | 94 | 101 | 2 | 0.0 | 98 | 101
56: COC(=O)CSc1nc2sccc2c(=O)n1-c1ccccc1
 : 110 | 101 | 97 | 110 | 3 | -0.1 | 106 | 101
57: CCOC(=O)CC(=O)CSc1nc(N)c(C#N)c(-c2ccc(F)cc2)c1C#N
 : 102 | 101 | 99 | 104 | 2 | -0.1 | 96 | 97
58: COc1ccccc1C1CC(c2ccco2)=NN1S(C)(=O)=O (configuration not stated)
 : 114 | 99 | 101 | 99 | 4 | -0.3 | 112 | 99
59: O=C1/C(=C\c2cccnc2)SC(=S)N1C1CCS(=O)(=O)C1 (configuration not stated)
 : 108 | 103 | 100 | 109 | 3 | 0.1 | 111 | 111
60: Cc1onc(-c2ccccc2Cl)c1C(=O)OCC(=O)Nc1ccc2c(c1)OCO2
 : 101 | 103 | 100 | i | 56* | 0.1 | 106 | 98

Next compounds follow.
Each structure is followed by: CIT2-GFP yeast | MEP2-GFP yeast | LAP4 TOR yeast | Yeast superoxide | AHR act | Efflux pump mplx | AGP1-GFP MLPCN | RPL19A TOR yeast
61: O=[N+]([O-])c1ccc2[nH]c(O)c(N=NC3CS(=O)(=O)CC3O)c2c1 (configuration not stated)
 : 90 | 101 | 105 | 107 | 2 | -0.1 | 107 | 98
62: N#Cc1c(SCC(N)=O)nsc1SCc1ccccc1Cl
 : 97 | 100 | 93 | 107 | 101* | -0.1 | 98 | nt
63: O=C(CCN1CCCCC1)NCC1OCCc2ccccc21 (configuration not stated)
 : 103 | 107 | 99 | 97 | -1 | -0.1 | 94 | 100
64: COc1ccc(NC(=O)C/C(C)=N/NC(=O)c2cnccn2)cc1Cl
 : 103 | 105 | 94 | 84 | 16 | -0.1 | 99 | 97

Compounds as they come, and some 3.9% of all compounds hit somewhere here.
